# Bioassay records: PubChem BioAssay, NCI
# NCI-60 one-dose screen, 48 h, at 10 µM unless noted. Numbers give growth in % (100 = growth as untreated, 0 = no growth, -100 = all killed).
# DU-145: DU-145 prostate cancer | actives 4.2% (n = 81,000)
# OVCAR-5: OVCAR-5 ovarian cancer | actives 2.9% (n = 82,000)
# PC-3: PC-3 prostate cancer cells | actives 3.9% (n = 80,000) | AID 1794754
# U251: U251 CNS tumor cells; actives 5.4% (n = 80,000); AID 1794753
# SF-268: SF-268 CNS cancer cells | actives 3.1% (n = 82,000) | AID 1794759
# OVCAR-3: OVCAR-3 ovarian cancer; actives 7% (n = 79,000)
# SK-OV-3: SK-OV-3 ovarian cancer cells | actives 3.2% (n = 80,000) | AID 1794785
# OVCAR-4: OVCAR-4 ovarian cancer cells; actives 3.7% (n = 80,000)
# OVCAR-8: OVCAR-8 ovarian cancer; actives 4.4% (n = 81,000); AID 1794782
# * marks the source's active call; other numbers are inactive results; x = not tested or not shown; & = joins results of further samples; ! = not active in a repeat. The calls were made as follows: active = growth percent below 10; inactive = the rest. No enrichment for hits; 9.5% or so of the library scored in one or more.
# The opening 2 entries as a preview:
item	structure	DU-145	OVCAR-5	PC-3	U251	SF-268	OVCAR-3	SK-OV-3	OVCAR-4	OVCAR-8
1	C=C1C(=O)O[C@H]2[C@H]1CC/C(COC(=O)OCCCCO)=C\CC[C@@]1(C)O[C@@H]21	73	97	73	90	102	52	95	92	75
2	CCOC(=O)C1=C(C)N=C2Sc3ccccc3N2C1c1ccccn1 (stereo not given)	109	107	81	94	96	107	93	104	94

# The whole of this part, from the start:
item	structure	DU-145	OVCAR-5	PC-3	U251	SF-268	OVCAR-3	SK-OV-3	OVCAR-4	OVCAR-8
1	C=C1C(=O)O[C@H]2[C@H]1CC/C(COC(=O)OCCCCO)=C\CC[C@@]1(C)O[C@@H]21	73	97	73	90	102	52	95	92	75
2	CCOC(=O)C1=C(C)N=C2Sc3ccccc3N2C1c1ccccn1 (stereo not given)	109	107	81	94	96	107	93	104	94
3	CS(=O)(=O)c1ccc(N2N=C(c3ccc(O)c(Cl)c3)CCC2=O)cc1	97	105	88	94	87	94	103	99	101
4	CCCCCN1C=C/C(=C\C(=O)N(C)c2ccc(Br)cc2)c2ccccc21	104	104	97	92	96	99	97	84	89
5	C#CCCC(=O)NCCN1CCOCC1	112	100	96	108	102	115	x	108	106
6	OC1CSSC1Cn1cnc2c(Nc3ccc(OCc4cccc(F)c4)c(Cl)c3)ncnc21 (stereo not given)	-37*	41	-69*	-26*	-41*	-70*	-8.7*	4.0*	37
7	S=C(/N=C1\NN=C(c2ccc(Cl)cc2)CS1)Nc1ccccc1	109	106	94	100	99	110	81	110	93
8	O=C(O)/C=C\C(=O)Nc1ccc(O)cc1	104	108	91	108	93	112	96	104	100
9	O=C1CCC(N2Cc3c(C#CCCCNC(=O)c4cc5c(o4)C(=O)c4ccccc4C5=O)cccc3C2=O)C(=O)N1 (stereo not given)	-98*	20	4.8*	-28*	-10*	-37*	x	-98*	4.6*
10	CCN1C(=O)N(CC)C2NN3C(=O)C4(SC3=NC21)C(c1ccc([N+](=O)[O-])cc1)CN(C)C41C(=O)Nc2ccccc21 (stereo not given)	93	97	89	100	92	100	89	86	98

# The list goes on; it opens with the 5 that closed the last part.
item	structure	DU-145	OVCAR-5	PC-3	U251	SF-268	OVCAR-3	SK-OV-3	OVCAR-4	OVCAR-8
6	OC1CSSC1Cn1cnc2c(Nc3ccc(OCc4cccc(F)c4)c(Cl)c3)ncnc21 (stereo not given)	-37*	41	-69*	-26*	-41*	-70*	-8.7*	4.0*	37
7	S=C(/N=C1\NN=C(c2ccc(Cl)cc2)CS1)Nc1ccccc1	109	106	94	100	99	110	81	110	93
8	O=C(O)/C=C\C(=O)Nc1ccc(O)cc1	104	108	91	108	93	112	96	104	100
9	O=C1CCC(N2Cc3c(C#CCCCNC(=O)c4cc5c(o4)C(=O)c4ccccc4C5=O)cccc3C2=O)C(=O)N1 (stereo not given)	-98*	20	4.8*	-28*	-10*	-37*	x	-98*	4.6*
10	CCN1C(=O)N(CC)C2NN3C(=O)C4(SC3=NC21)C(c1ccc([N+](=O)[O-])cc1)CN(C)C41C(=O)Nc2ccccc21 (stereo not given)	93	97	89	100	92	100	89	86	98
11	Cc1nc2sc(C(=O)Nc3cccc(Cl)c3C)c(N)c2cc1C(=O)/C=C/c1ccccc1	5.7*	9.0*	0.2*	-74*	4.1*	-77*	29	35	-12*
12	O=C1N(Cc2ccc(OC(F)(F)F)cc2)c2ccccc2S(=O)(=O)N1c1cccnc1Cl	89	82	60	84	87	97	90	85	71
13	COc1cc(NC(N)=NCCC(C)(C)Oc2ccc(C(F)(F)F)cc2)ncc1C#N	-33*	29	13	-98*	31	-75*	49	12	-77*
14	Cc1ccc(-c2nn(-c3ccccc3)cc2/C=C/C(=O)NNC(=O)Nc2ccc(Br)cc2)cc1	101	99	87	81	91	98	81	100	94
15	Cc1ccc(C(C)CO)cc1 (stereo not given)	116	96	102	107	101	108	104	114	103
16	Nc1c(C(=O)Nc2ccccc2)sc2ncc(Br)cc12	96	90	82	85	97	93	89	92	102
17	C=CCc1cc(C)cc2c(OC(C)=O)c(C(C)=O)c(-c3ccccc3)nc12	108	108	99	99	101	111	110	93	110
18	COc1cc(C=C2C(=O)NC(=S)NC2=O)cc(CN2CCCC2)c1O	113	106	102	96	100	111	94	119	108
19	Nc1nnc(-c2c[nH]c3ccc(Br)cc23)c(-c2c[nH]c3ncc(Br)cc23)n1	56	59	29	42	48	62	38	34	34
20	CC(C)C[C@H](NC(=O)[C@H](CC(C)C)n1ccc2c(ccn2C)c1=O)B(O)O	102	99	96	91	91	37	97	107	92
21	C#CC(C)(CC)OC(C)=O (stereo not given)	102	104	99	103	99	103	101	102	98
22	Cc1nc2ccc(Cl)cn2c1-c1nnc(SCc2ccccc2[N+](=O)[O-])o1	94	97	102	98	93	107	x	86	86
23	CCOC(=O)C1=C(C)NC(C)=C(C(=O)OCC(C)C)C1c1cccc(C#N)c1 (stereo not given)	108	99	70	94	91	101	113	88	98
24	CC(=O)Nc1ccc(C)c(C)c1	110	103	99	99	102	107	122	102	109
25	CCCCNCCCC	108	104	98	96	100	108	107	91	103
26	Cc1ccc(/C(=N\N=C(N)N)C2CC2)c(C)c1	116	108	77	96	105	106	103	92	96
27	Cc1cc(Cc2ccccc2)c(O)c(Cc2ccccc2)c1	103	88	88	86	93	101	102	x	91
28	CC1(C)OC(=O)CC(=O)O1	110	109	97	103	x	111	101	101	100
29	O=C(Nc1ccccc1)c1cc(-n2cnc([N+](=O)[O-])c2)ccn1	112	101	101	99	113	87	122	107	104
30	O=C1c2cc3c(cc2CCC1c1ccc2c(c1)OCO2)OCO3 (stereo not given)	104	99	83	97	99	100	95	81	95
31	NS(=O)(=O)Oc1ccc(NC(=O)c2ccc(Cl)cc2)cc1	115	110	98	108	98	109	107	100	107
32	COc1ccc2nc3cc(Cl)ccc3c(Nc3cccnc3)c2c1	90	129	92	88	97	111	87	96	93
33	COc1ccccc1N1C(=O)CSC1=S	73	75	93	92	84	89	110	93	99
34	CN1C(=O)N(C)C2Nn3c(s/c(=C\c4cccs4)c3=O)=NC21 (stereo not given)	106	113	99	103	101	110	112	103	101
35	CCC(C)C(C(=O)O)N1C(=O)CSC1=S (stereo not given)	104	102	101	100	97	101	103	97	100
36	C(=C\CN1CCCCC1)/CN1CCCCC1	109	107	83	93	102	105	93	113	92
37	CN(C)CCCC(=O)Nc1ccc(Cn2nnc3c2C(=O)c2nnn(Cc4ccc(NC(=O)CCCN(C)C)cc4)c2C3=O)cc1	86	115	88	90	81	4.3*	90	-99*	87
38	CCCCOc1ccc(S(=O)(=O)N2CCN(c3nc(N4CCOCC4)c4ccccc4n3)CC2)cc1	108	101	102	85	109	115	95	109	102
39	O=C(OCCc1ccccn1)c1cccc([N+](=O)[O-])c1	117	105	109	107	118	139	115	111	112
40	OC(Cc1nccc2ccccc12)(c1ccccc1)c1ccccc1	91	91	93	103	97	100	100	106	106
41	C[N+](C)(C)CCC1CCCCC1	116	103	104	100	108	111	116	96	101
42	CCN(CC)C(=S)Sc1cccc2c1C(=O)c1ccccc1C2=O	107	103	79	91	106	101	114	84	98
43	O=C1CCC(NC(=S)Nc2ccccc2)N1 (stereo not given)	112	111	102	104	104	106	117	107	107
44	Cc1ccc(C(=O)CSc2nc3ccccc3c(=O)n2C)cc1	95	105	89	95	94	94	87	52	94
45	CC(C)(C)c1ccc([N+](=O)[O-])cc1	107	106	108	103	96	107	96	94	112
46	O=C(Nc1nonc1-c1nc2ccccc2n1Cc1ccncc1)c1ccncc1	109	113	99	94	102	105	83	107	93
47	CCCCCOC(=O)c1ccc(NC(=O)CCNCC)cc1	102	80	80	90	96	91	98	90	97
48	C[Si](C)(C)Cc1ccccc1	125	94	105	114	122	127	112	113	107
49	O=C(O)COc1cccc(OCC(=O)O)c1	106	107	90	90	96	102	100	110	95
50	Nc1ccc2cc(S(=O)(=O)O)cc(S(=O)(=O)O)c2c1N=Nc1ccc(S(=O)(=O)O)cc1	108	115	85	101	101	109	99	115	88
51	CCc1ccc(C2=NN(c3ccc(S(N)(=O)=O)cc3)C(c3ccc(Cl)cc3)C2)cc1 (stereo not given)	88	107	73	98	108	95	103	88	94
52	COc1cc(/C=C(/C)C[N+](=O)[O-])ccc1O	101	110	94	92	101	85	103	104	95
53	CC[P+](C)(CC)c1ccccc1	116	114	89	100	108	107	103	108	103
54	Cc1cc2ccccc2c[n+]1CC(=O)c1ccc(Cl)cc1	109	86	84	96	90	83	89	99	101
55	CCN(CC)CCNc1ccnc2cc(Cl)ccc12	108&98	101&93	86&84	97&79	97&96	100&90	109&95	95&86	102&84
56	CN(C)S(=O)(=O)n1cnc([C@H]2c3c(ncn3Cc3ccccc3)C[C@H]3COC(=O)[C@@H]32)c1	109	81	x	113	98	101	112	92	113
57	CC(C)(C)CC(=O)N(Cc1ccncc1)Cc1cccc(OCCc2ccc(F)cc2)c1	104	106	74	79	74	87	83	70	92
58	CCOC(=O)c1c(N)ssc1=S	144	105	102	108	123	141	112	107	103
59	CC1(C)C/C(=C\c2ccc(Cl)cc2)C(=O)c2ccccc21	109	104	96	107	110	113	104	94	100
60	c1ccc(-c2n(Cc3ccc4ccccc4n3)cc[n+]2Cc2ccc3ccccc3n2)cc1	66	71	27	15	42	29	49	33	34

# Next section:
item	structure	DU-145	OVCAR-5	PC-3	U251	SF-268	OVCAR-3	SK-OV-3	OVCAR-4	OVCAR-8
61	COc1ccc(C(=O)c2ccc(OC)c(OC)c2OC)cc1	6.1*!	50&83	33&35	26&31	43&49	-39*	3.4*!	43&83	47&42
62	O=[N+]([O-])c1cccc(-c2nc(-c3ccc(Cl)cc3Cl)cn2-c2ccccc2)c1	-80*	12	-48*	-60*	0.4*	-56*	33	-93*	-59*
63	Cc1cc(C)c(N2C(=O)CC(Nc3ccc(Cl)c(Cl)c3)C2=O)c(C)c1 (stereo not given)	107	102	84	96	94	x	102	89	96
64	CN1CCC(CN)(c2ccccc2)CC1	106	94	95	98	97	116	107	99	100
65	CCOC(=O)c1ccc(NC(=O)Nc2nncs2)cc1	-18*	42	21	17	29	-33*	3.1*	50	11
66	Nc1cc2c(cc1S(=O)(=O)O)C(=O)c1ccccc1C2=O	109	96	94	104	105	114	108	108	103
67	CCN(CC)CCOc1ccc2c(c1)C(=O)c1cc(OCCN(CC)CC)ccc1-2	65&75	108	36&71	61&54	55&75	71&96	88&90	41&61	59&47
68	CCOC(=O)NN(C(=O)OCC)c1cc(C)c(N(NC(=O)OCC)C(=O)OCC)cc1C	106	103	100	112	96	103	102	105	114
69	Cc1ccc(NCn2nc(-c3cnccn3)oc2=S)cc1	108	96	69	89	103	116	81	104	94
70	Cc1nnc(/N=C2\NC(=O)/C(=C/c3ccc(Cl)c(Cl)c3)S2)s1	103	100	95	104	94	103	107	104	105
71	CCOC(=O)c1[nH]c(=S)n(Cc2ccccc2)c1C(=O)OCC	x	104	102	99	x	x	111	107	106
72	O=C(O)c1ccc(N2C(=O)/C(=C\c3ccc(-c4ccccc4F)o3)SC2=S)cc1O	110	103	x	101	100	113	107	106	100
73	CCOC(=O)c1[nH]n(-c2ccccc2)c(=O)c1C=NC(C)=S	105	98	94	97	94	104	101	105	101
74	CCOC(=O)Cn1c(=O)c2sc3ncccc3c2n2nnc(-c3ccccc3)c12	119	105	95	104	112	120	94	101	102
75	CC(C)c1ccc2c(c1)[C@@H](O)C[C@@H]1C(C)(C)C(=O)[C@@H](O)C[C@@]21C	101	113	100	100	98	108	115	103	100
76	CCC(=O)Oc1ccc(OCc2ccccc2)cc1	89&97	119&113	59&78	81&88	85&75	104&95	101&105	x	69&88
77	O[C@@H]1Cc2cc(OC(F)(F)F)ccc2N[C@H](c2ccco2)C1	110	92	86	96	114	107	114	x	100
78	Cc1cc(=O)[nH]c2c(C)cccc12	100&109&107	86&95&96	98&98&95	95	89&104&104	96&109&103	99&104&106	103&98&74	98&109&89
79	CC(=O)c1cccc(NC(=O)c2ccc(-c3cccc(N)c3)o2)c1	101	102	x	100	108	106	113	91	81
80	Cn1c(-c2ccccc2)c(C#N)c2cccc(I)c21	109	95	88	91	94	101	104	95	x
81	CC(=O)Nc1ccc(Cl)cc1C(=O)O	107	108	88	91	95	105	101	115	98
82	O=C(Nc1nc2ccc(C(=O)c3ccccc3)cc2[nH]1)OC1COC1	110	92	79	96	93	76	97	87	98
83	CC(=O)OC1CCC2(C)C(CCC3C4CC=C(C(C)=O)C4(C)OC(=O)CC32)C1 (stereo not given)	38	75	73	55	53	-36*	109	x	-20*
84	Cc1[nH]c(=O)c(C#N)cc1-c1ccncc1	105	95	89	101	99	100	105	91	94
85	COc1ccc2[nH]cc(/C=C3\C(=O)N(c4c(Cl)cccc4Cl)c4ccccc43)c2c1	109	94	37	53	74	95	97	85	79
86	Brc1ccc(C2=Nn3c(Cc4ccccc4)nnc3SC2)cc1	105	91	86	82	100	x	88	98	55
87	CSc1nnc(-c2ccc(NC(=O)c3cccnc3)cc2)n1N	112	109	100	99	95	112	113	112	102
88	C=C(C)[C@@H]1CC[C@]2(CO)CC[C@]3(C)[C@H](CC[C@@H]4[C@@]5(C)CC[C@H](NCO)C(C)(C)[C@@H]5CC[C@]43C)[C@@H]12	-69*	-91*	-3.0*	-69*	59	-82*	-88*	-94*	-44*
89	O=C1Nc2cc(-c3ccc(O)cc3)ccc2/C1=C/c1ccc[nH]1	1.7*	19	x	19	22	4.6*	8.3*	26	12
90	C[n+]1ccc(Nc2ccc(NC(=O)c3ccc(Nc4cc[n+](C)c5ccc(N)cc45)cc3N)cc2)cc1	106&99	98&78	104&94	92&109	108&98	109&90	93&80	83&124	94&82
